High-throughput results as filed in PubChem.
bCat nuc transl: alters nuclear translocation of beta-catenin in HeLa cells; immunofluorescence imaging; nuclear translocation activity, % at 5 µM; 190,000 tested, 0.3% active;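 active = nuclear translocation activity above 50% at 5 µM, with a well cell count of 50 or more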;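 note: per-cell ratio of nuclear to cytoplasmic median beta-catenin stain intensity; plate controls were DMSO negative control for no effect and GSK-3 inhibitor IX positive control for full effect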
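Test system: human HeLa cell line; Doses: 5 µM primary, 0.02–20 µM confirmation; Incubation: 24 h compound exposure, 37°C; Detection: beta-catenin immunofluorescence imaging with DAPI; Read-out: beta-catenin nuclear/cytoplasmic ratio, % activation.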
Ins promoter up: MIN6 insulin promoter up-regulation; MIN6 insulin promoter-GFP reporter, high-content imaging; hits give high values; z-score at 5 µM; 190,000 tested, 0.3% active;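 active = z-score above 3 at 5 µM with at least 500 cells counted in the well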
Yfh1-off respiration: enhancers of respiration in Yfh1-depleted yeast, dose response, Friedreich's ataxia, plus single-dose screen (AID 1465); one-dose fold induction at 50 µM; EC50 in µM for titrated hits; 220,000 tested, 0.074% active; S. cerevisiae Yfh1-off respiration, WST-1 reduction, 72 h; higher fold induction means a stronger effect;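 active = fold induction of absorbance versus untreated yeast above a set limit, then at least 30% activation at any dose in follow-up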;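 note: activators that raise dye reduction in frataxin-depleted yeast; strong numbers were not always called active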
MT stabilizer: microtubule stabilizers in HeLa cells | HeLa tubulin immunostaining HCS, 24 h; share of cells brighter than vehicle mean+2SD | % tubulin-high responders, % at 10 µM | 200,000 tested, 0.83% active | AID 2205;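 active = plate Z-score above 3 for both tubulin-high and condensed-nucleus cell shares, with cell loss under 80%, at 10 µM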;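 note: anti alpha tubulin signal scored within the nucleus-defined area of each cell; some results filed as inactive read as strong as hits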
AID2073: inhibitors of Mint1-CaV2.2 protein interaction, biochemical, HTRF (AID 2073). HTRF protein-protein interaction, Mint1-CaV2.2; higher % means a stronger effect. inhibition, % at 20 µM, or IC50 in µM where a hit was titrated. 290,000 tested, 0.19% active; in the data active = inhibition mostly above about 51%, no sharp cut-off; note: some results filed as inactive read as strong as hits
WT yeast gro inh: growth inhibition of WT yeast, mitochondrial fusion screen; mitochondrial fusion phenotypic screen, WT strain; inhibition, % at 10 µM; 190,000 tested, 2.1% active; in the data active = inhibition above about 58%; tested in S. cerevisiae
HIV fusion peptide: inhibitors of HIV fusion peptide binding, primary screen, biochemical, uHTS, fluorescence dequenching (AID 1986); 290,000 tested, 0.3% active; one-dose inhibition, % at 20 µM; IC50 in µM for titrated hits; cell-free peptide binding, fluorescence dequenching, 30 min; higher % means a stronger effect; in the data active = inhibition mostly above about 52%, no sharp cut-off; inactive = mostly below about 76%; note: some results filed as inactive read as strong as hits
Autophagy HCS: modulators of autophagy. 190,000 tested, 0.98% active. AID 463193. calls only at 10 µM (by protocol). MEF GFP-LC3 puncta imaging; test concentration mostly 10 µM;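 active = percentage of spot-positive cells more than 3 SD above its plate mean, without a fluorescence outlier flag or 80% toxicity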;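 note: spot-positive cell cutoff set from DMSO-treated cells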
Dynein transport: blocks dynein driven cargo transport along microtubules. 3617.4 mouse cells, GR-EGFP nuclear translocation imaging; test concentration mostly 20 µM; stimulated with dexamethasone, 1 µM; hits give low values. z-score, hits read low. 220,000 tested, 0.47% active;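 active = plate z-score of nuclear minus cytoplasmic receptor signal below a set negative limit, without overly bright fluorescence or cell loss, cut at about -3.5 in these data, passing the limit was not always enough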;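 note: z-score of nuclear minus cytoplasmic ring GR-EGFP intensity difference per well; some compounds called inactive have numbers as strong as hits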
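medium = tetracycline-free induction medium containing charcoal-stripped FBS | probe or stimulus = dexamethasone, 1.0 µM final | timing = 48 h induction, then 1 h compound, then 30 min agonist, 37 °C | detection = automated 10x imaging of fixed Hoechst-stained cells | read-out basis = nuclear versus cytoplasmic GR-EGFP signal, averaged per well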
WT yeast gro inh mutant strain: recorded beside WT yeast gro inh, whose call it bears; inhibition, %; mitochondrial fusion phenotypic screen, mutant strain inhibition
Dynein transport cytoplasmic EGFP: second read-out of Dynein transport, no call of its own (marks repeat the call); z-score; measured here: cytoplasmic GR-EGFP intensity; hits give high values
Dynein transport nuclear GR-EGFP: recorded beside Dynein transport, whose call it bears; z-score; measured here: nuclear GR-EGFP intensity;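 lower value marks the stronger effect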
Dynein transport cell count: also measured in Dynein transport; calls as there; z-score; measured here: cell count per field
Ins promoter up cell count: recorded beside Ins promoter up, whose call it bears; cell count; measured here: cytotoxicity, nuclei count;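 total cells summed across four imaged fields per well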
bCat nuc transl cell count 5 µM: also measured in bCat nuc transl; calls as there; cell count; measured here: cell count, cytotoxicity flag
MT stabilizer Hoechst-high %: second read-out of MT stabilizer, no call of its own (marks repeat the call); % Hoechst-high responders; measured here: nuclear condensation Hoechst responders;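 share of cells brighter than vehicle mean plus two SD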
MT stabilizer cytotoxicity %: further read-out of MT stabilizer, marked with its call; toxicity, %; measured here: cytotoxicity by cell density;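 0% = mean cell density of plate MIN control wells and 100% = no cells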
Autophagy HCS cell loss 18 h: second read-out of Autophagy HCS, no call of its own (marks repeat the call); toxicity, %; measured here: cell loss, nuclei count;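 cell loss after 18 h compound exposure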
* = called active by the depositor; i = inactive; nt = not tested or not shown; & = joins results of further samples.

mol	bCat nuc transl	bCat nuc transl cell count 5 µM	Ins promoter up	Ins promoter up cell count	Yfh1-off respiration	MT stabilizer	MT stabilizer Hoechst-high %	MT stabilizer cytotoxicity %	AID2073	WT yeast gro inh	WT yeast gro inh mutant strain	HIV fusion peptide	Autophagy HCS	Autophagy HCS cell loss 18 h	Dynein transport	Dynein transport cytoplasmic EGFP	Dynein transport nuclear GR-EGFP	Dynein transport cell count
CC(=O)c1ccc(OC(C)C)c(CSC(=N)N)c1	-0.3	1475	-1.7	1170	i	1.8	2.0	9.9	-9%	-11	-12	-0.1%	i	1	-1	-0.3	-0.45	0.53
COc1ccc(-c2cc(C(=O)Nc3ccc(S(=O)(=O)Nc4onc(C)c4C)cc3)c3ccccc3n2)cc1	-3.9	1259	-0.22	1378	i	nt	nt	nt	16%	nt	nt	64%	nt	nt	0.43	-0.26	0.31	-0.21
O=C1/C(=C/c2cccnc2)SC(=S)N1CC1CCCO1 (stereo not drawn)	0.2	1070	2.4	1249	i	3.1	1.0	11	-17%	-13	-3	-1.3%	i	4	-0.5	-0.15	-0.38	0.43
Cc1cccc(CN2CCN(CC(=O)NCc3cccs3)C2=O)c1	nt	nt	-0.07	729	i	0.9	0.6	8.7	6%	-6	-13	6.5%	i	-1	-0.5	-0.22	-0.25	0.051
Cc1sc(NC(=O)/C=C/c2ccco2)c(C(=O)O)c1C	0.0	1296	0.08	1072	i	nt	nt	nt	14%	nt	nt	4.6%	nt	nt	-0.72	-0.29	0.031	0.94
COc1ccc(-c2noc(-c3ccccc3-c3ccccc3)n2)cc1	0.1	1447	0.31	1511	i	2.7	1.8	1.3	-4%	-12	2	-1.2%	i	-6	-2.7	0.021	-1.4	0.0016
O=C(Nc1cccc(-c2nc3ccccc3[nH]2)c1)c1cccc(NC(=O)c2ccco2)c1	0.8	1132	-0.42	968	i	12	2.8	5.6	34%	-51	-32	27%	i	0	1.1	0.12	0.96	-0.34
COC(=O)c1nn(-c2ccccc2)c(-c2ccccc2)c1C(=O)c1ccccc1	nt	nt	nt	nt	i	2.9	1.7	10	3%	18	4	-2.8%	i	13	1.5	0.061	0.83	-1.5
CC(=O)c1cc(CN2CCCCC2)cc(OC(C)C)c1	-2.1	604	1.5	1332	i	2.4	2.0	3.6	-6%	-2	-6	3.6%	i	-3	-0.59	-0.3	0.58	0.17
COc1ccc(C2Oc3ccccc3C3=C2C(c2cccs2)n2ncnc2N3)cc1 (stereo not drawn)	23	677	1.6	783	i	21	5.8	70	-1%	20	3	0.4%	i	30	-0.21	0.018	0.0086	0.33
C=C(C)C1CC=C(C)/C(=N/NC(=O)COc2ccccc2C)C1 (stereo not drawn)	0.3	522	-0.25	1252	i	3.4	2.5	5.7	-6%	6	-15	1.9%	i	-9	0.17	0.017	-0.14	-0.29
O=S(=O)(NCCN1CCCC1)c1cccc2cccnc12	-0.4	1151	-0.54	862	i	2.8	1.7	0.2	-8%	4	-1	-2.2%	nt	nt	2.7	0.084	1.4	-1.4
CC1CC(C)CN(S(=O)(=O)c2ccc(F)c(C(=O)Nc3ccc(Cl)cc3F)c2)C1 (stereo not drawn)	nt	nt	nt	nt	i	4.2	3.8	7.0	5%	nt	nt	-1.2%	i	-5	0.13	-0.17	0.11	0.78
CCC(=O)c1ccc(OCC(=O)O)cc1	-4.3	892	0.06	988	i	4.1	3.4	7.4	-3%	-12	-6	16%	i	1	-0.34	-0.12	0.071	0.28
O=C(O)CCCNC(=O)C(c1ccccc1)c1ccccc1	2.1&0.6	488&937	0.03&-0.09	1281&1331	i	2.1&1.2	2.8&3.9	4.7&12	-1%&-4%	-7&-8	-15&0	-0.4%&0.0%	i	11&-6	-0.061&-0.73	-0.28&-0.16	-0.37&-0.63	-0.29&0.96
COCCn1c(C)cc(C(=O)COC(=O)c2ccc(-n3nc(C)cc3C)cc2)c1C	-3.5	906	0.53	1159	i	1.7	1.6	10	-5%	-4	1	1.2%	i	16	0.34	-0.18	0.32	0.97
COC(=O)c1c(NC(=O)c2cccs2)sc2c1CCC(C)C2 (stereo not drawn)	-3.5	1022	-0.29	1370	i	4.9	3.0	3.4	14%	16	13	1.1%	i	11	-0.86	-0.14	-0.27	0.59
COc1cc(OC)c(OC)cc1C#N	0.3	1073	0.19	1151	i	1.3	1.9	6.6	20%	1	-7	-0.6%	i	-1	0.57	-0.31	0.2	-0.12
CSCCC(Nc1ccc(S(=O)(=O)N2CCOCC2)cc1[N+](=O)[O-])C(=O)OCC(=O)N(C(C)C)C(C)C (stereo not drawn)	-0.1	941	nt	nt	i	2.6	5.0	2.2	4%	1	11	-0.1%	i	4	-0.72	-0.31	-0.49	1.3
Cc1cc(CNC(=O)CCc2nnc(CCCCc3ccccc3)o2)nn1C	-1.9	1020	0.25	1355	i	1.5	1.9	0.6	-12%	-9	1	1.0%	i	-24	-1.6	2.8	-0.2	0.68
O=C(CSc1ccccn1)C12CC3CC(CC(C3)C1)C2	-0.3	1112	-0.6	1546	i	0.8	0.5	6.3	-1%	3	18	-0.2%	i	22	-0.19	0.048	0.15	0.58
COc1cc(/C=C/C(=O)O)ccc1OS(=O)(=O)c1cc(C)ccc1C	-3.8	1129	0.21	1629	i	3.7	1.5	7.3	2%	-14	-9	4.0%	i	-1	-0.75	-0.36	0.014	0.78
O=C(Nc1ccc(F)cc1F)c1ccc(-n2cccn2)c([N+](=O)[O-])c1	-3.8	894	-0.28	1523	i	2.6	2.1	3.1	-8%	12	3	2.7%	i	7	-0.38	-0.29	0.37	-0.43
CC1CCN(C(=O)C(Cc2ccccc2)NS(=O)(=O)c2ccc3c(c2)oc(=O)n3C)CC1 (stereo not drawn)	-1.6	1206	0.55	872	i	2.1	3.7	9.5	-2%	13	9	-1.3%	i	4	0.049	-0.19	0.038	0.22
Cc1cccc(NC(=O)COC(=O)c2ccc3c(=O)n4c(nc3c2)CCC4)c1	-2.8	484	0.59	1477	i	1.4	1.9	6.9	-6%	5	8	-3.4%	i	10	-0.038	-0.25	0.11	0.12
CCN(CC)CCCNC(=S)N(Cc1cccnc1)Cc1cc2cc(C)cc(C)c2[nH]c1=O	-1.1	1576	-0.88	1573	i	1.6	1.7	6.6	-8%	-9	3	0.2%	i	4	0.56	-0.21	-0.064	-0.059
NCc1ccccc1COc1ccccc1	nt	nt	0.87	1170	i	3.5	3.8	6.2	-8%	1	-8	-1.0%	i	-11	-0.69	-0.3	-0.72	1.1
CC(C)(C)NC(=O)COC(=O)c1ccc(O)cc1	-0.9	514	nt	nt	i	1.1	2.7	4.7	1%	-23	0	3.1%	i	-3	-0.54	3.3	0.68	0.6
CC(C)(C)c1cc(C(=O)O)n(Cc2ccc(Cl)cc2Cl)n1	2.3	1322	-0.48	1299	i	nt	nt	nt	4%	nt	nt	3.5%	nt	nt	-0.21	-0.29	-0.23	0.86
O=C(Nc1cccc(Cl)c1)Nc1nnc(CC2=CCCCC2)s1	-0.6	576	0.04	1195	i	4.6	2.5	7.2	2%	2	9	4.1%	i	-3	-0.2	-0.24	-0.17	5.8
CN(Cc1ccc(F)cc1)C(=O)CCc1nnc(-c2ccccc2)o1	1.0	1017	-0.07	1417	i	2.9	1.6	5.2	5%	-8	-20	0.4%	i	12	0.27	-0.15	0.17	-0.22
Cc1c(/C=N/NC(=O)c2cccnc2)c2ccccc2n1Cc1ccccc1	-0.9	1124	0.77	1206	i	1.6	2.6	11	11%	4	9	-1.3%	i	-4	-1.2	-0.24	-0.66	1.3
CCc1cc2c(=O)[nH]c(-c3ccncc3)nc2s1	4.9	469	-0.14	1227	i	2.3	3.1	9.1	-1%	-9	-15	-3.8%	i	-6	-0.32	-0.34	-0.49	0.6
N#CC1=C(N)OC2=C(CC/C2=C\c2ccc(F)cc2)C1c1ccc(F)cc1 (stereo not drawn)	10	936	1	1161	i	3.2	3.4	4.5	17%	-35	-23	74%	i	-8	-5.8	7.2	-1.4	0.24
CC1(C)CC(=O)C2=C(C1)NC(=O)CC2c1cccc(F)c1 (stereo not drawn)	nt	nt	nt	nt	i	1.8	2.0	8.3	71%	-10	-26	2.0%	i	5	3.2	-0.16	1.5	-1.7
CC(C)(C)C1CCc2c(sc(N)c2C(N)=O)C1 (stereo not drawn)	-1.8	806	-5.3	865	i	3.3	1.8	7.0	10%	4	-12	0.0%	i	28	-0.21	0.097	-0.078	0.23
CCOc1ccc(-n2nnc3c(=O)n(C/C=C/c4ccccc4)cnc32)cc1	-1.3	1111	0.63	1872	i	2.3	3.9	7.1	-1%	2	0	1.1%	i	6	-0.57	-0.28	-0.14	1.1

Whole records, quoted from the list. Order of screens: bCat nuc transl, bCat nuc transl cell count 5 µM, Ins promoter up, Ins promoter up cell count, Yfh1-off respiration, MT stabilizer, MT stabilizer Hoechst-high %, MT stabilizer cytotoxicity %, AID2073, WT yeast gro inh, WT yeast gro inh mutant strain, HIV fusion peptide, Autophagy HCS, Autophagy HCS cell loss 18 h, Dynein transport, Dynein transport cytoplasmic EGFP, Dynein transport nuclear GR-EGFP, Dynein transport cell count
CN(Cc1ccc(F)cc1)C(=O)CCc1nnc(-c2ccccc2)o1 is entered as 1.0, 1017, -0.07, 1417, i, 2.9, 1.6, 5.2, 5%, -8, -20, 0.4%, i, 12, 0.27, -0.15, 0.17, -0.22
CCc1cc2c(=O)[nH]c(-c3ccncc3)nc2s1 is entered as 4.9, 469, -0.14, 1227, i, 2.3, 3.1, 9.1, -1%, -9, -15, -3.8%, i, -6, -0.32, -0.34, -0.49, 0.6
